Screening data from PubChem.
CAL PDZ FP-1: human CAL PDZ-peptide interaction inhibition; purified CAL PDZ, TMR-peptide fluorescence polarization, 1 h; inhibition, % at 20 µM; 0.02% of 330,000 active; AID 504414;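 active = highest replicate inhibition of at least 40%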;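 note: plate controls were DMSO neutral control wells for no effect and unlabeled competitor peptide control wells for full effect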
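Material: tagged CAL PDZ domain; buffer or medium: 25 mM sodium phosphate pH 7.4, 150 mM NaCl, TCEP, IgG, Thesit; compound dosing: single point, 20 µM; schedule: 1 h incubation at room temperature before polarization reading; measured by: FP readout, S and P plane fluorescence; read-out basis: percent inhibition from loss of millipolarization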
Rtt109 Vps75: blocks Candida albicans Rtt109/Vps75 acetyltransferase activity; Q5AAJ8; purified Rtt109/Vps75, ThioGlo CoA-SH fluorescence, 4 h; inhibition, % at 34.9 µM; 0.16% of 330,000 active; AID 540336;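 active = inhibition of at least 50% in every replicate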
Target sequence (Q5AAJ8 whole entry, looked up): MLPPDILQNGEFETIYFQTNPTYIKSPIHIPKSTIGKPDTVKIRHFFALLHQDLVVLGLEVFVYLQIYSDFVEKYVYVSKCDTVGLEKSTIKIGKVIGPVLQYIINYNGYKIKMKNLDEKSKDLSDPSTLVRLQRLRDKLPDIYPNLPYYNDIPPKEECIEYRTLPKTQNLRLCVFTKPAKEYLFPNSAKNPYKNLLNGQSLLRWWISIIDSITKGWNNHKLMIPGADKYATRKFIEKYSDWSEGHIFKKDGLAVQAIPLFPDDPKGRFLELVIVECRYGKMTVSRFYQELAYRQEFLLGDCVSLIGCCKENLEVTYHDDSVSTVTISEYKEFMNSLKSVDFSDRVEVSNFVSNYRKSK
SR-BI uptake up: enhances SR-BI lipid uptake from DiI-HDL. CHO ldlA[mSR-BI] cells, DiI-HDL uptake fluorescence, 3 h; 100 = double the neutral-control signal. 0.096% of 320,000 active. activation, % at 12.5 µM;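 active = mean replicate activation of at least 60% and every replicate at or above 60%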;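 note: 0% = median plate neutral-control signal and 100% = twice that signal; values of inactives mirror those of a sister screen read the other way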
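System: LDL receptor-deficient CHO ldlA cells overexpressing murine SR-BI | Timing: 3 h uptake period with compound, 37 °C | Medium: HEPES-buffered (25 mM, pH 7.4) F12 plus 0.5% BSA | Dosing: Single-point compound dose | Signal: Bottom-read fluorescence, 550/595 nm | Read-out: Retained DiI signal reflecting DiI-HDL uptake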
cardiac RTF act: increases calcium sensitivity of human cardiac regulated thin filaments; P19429+P45379; IANBD-labeled TnC RTF fluorescence at EC20 calcium; 0% EC20 calcium, 100% full calcium; 0.24% of 340,000 active; AID 493008; activation, % at 7.2 µM;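 active = activation above the mean over all tested compounds plus 3 SD, cut at about 30% in these data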;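 note: rise in fluorescence read as greater calcium sensitivity of cardiac thin filaments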
DAGLB inh: diacylglycerol lipase beta (human) inhibition; Q8NCG7; HEK293T DAGLB membrane lysate, EnzChek fluorogenic substrate; inhibition, % at 5.17 µM; 0.059% of 340,000 active; AID 504411; in the data active = inhibition above about 34%;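 note: 0% = enzyme with vehicle and 100% = wells lacking enzyme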
Target sequence (Q8NCG7 whole entry, looked up): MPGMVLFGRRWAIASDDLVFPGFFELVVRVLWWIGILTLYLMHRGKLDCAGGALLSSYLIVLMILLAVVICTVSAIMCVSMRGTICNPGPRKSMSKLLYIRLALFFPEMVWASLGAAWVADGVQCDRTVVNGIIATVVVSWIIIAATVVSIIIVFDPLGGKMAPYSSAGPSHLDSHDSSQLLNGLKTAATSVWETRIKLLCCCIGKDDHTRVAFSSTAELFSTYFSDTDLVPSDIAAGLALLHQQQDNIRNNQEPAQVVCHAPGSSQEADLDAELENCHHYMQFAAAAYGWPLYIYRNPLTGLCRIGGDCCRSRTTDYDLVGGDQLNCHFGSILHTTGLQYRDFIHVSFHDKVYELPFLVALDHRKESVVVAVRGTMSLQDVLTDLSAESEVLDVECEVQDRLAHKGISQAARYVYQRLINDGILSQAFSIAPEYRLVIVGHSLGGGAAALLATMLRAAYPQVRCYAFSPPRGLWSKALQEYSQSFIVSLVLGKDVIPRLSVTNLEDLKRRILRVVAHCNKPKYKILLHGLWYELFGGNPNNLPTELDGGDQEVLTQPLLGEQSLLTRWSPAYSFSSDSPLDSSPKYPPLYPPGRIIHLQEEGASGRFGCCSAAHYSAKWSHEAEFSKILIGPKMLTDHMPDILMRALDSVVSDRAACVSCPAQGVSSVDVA
PKA-R2B act: activates the human PKA-R2B holoenzyme complex; P22694+P31323; PKA-R2B holoenzyme dissociation, Cy5-IP20 fluorescence polarization; R2B truncated from residue 108, S112A mutant; 0% DMSO only, 100% 113 µM cGMP; activation, % at 11.4 µM; 0.079% of 340,000 active; AID 504700;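 active = activation above a cutoff set at the mean over all compounds plus 3 SD, cut at about 18% in these data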;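 note: higher means more holoenzyme dissociation and a rise in polarization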
Keap1 Nrf2 FP: inhibitors of human Keap1-Nrf2 protein-protein interaction; Q14145; Keap1 Kelch-Nrf2 peptide fluorescence polarization, 1536-well; inhibition, % at 9.4 µM; 0.15% of 340,000 active; AID 504523; in the data active = inhibition above about 12%;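 note: human Keap1 Kelch domain with fluorescein labeled Nrf2 9mer peptide probe; 0% = neutral control wells and 100% = peptide positive control; higher means more block of Keap1 binding to Nrf2 peptide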
RTF Ca sens inh: cardiac RTF calcium desensitization. 0.12% of 340,000 active. inhibition, % at 7.15 µM. P19429+P45379. AID 493244. IANBD-labeled cardiac RTF, Ca2+ fluorescence;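 active = inhibition above the mean inhibition of all tested compounds plus 3 SD, cut at about 17% in these data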;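 note: assay run at fixed EC70 calcium of 1.6 mM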
CAL PDZ FP-2: inhibitors of human CAL PDZ peptide binding. Q9HD26. purified CAL PDZ, TMR-peptide fluorescence polarization, 1 h. inhibition, % at 24.9 µM. 0.92% of 300,000 active. AID 602252;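 active = mean inhibition of at least 30% with at least half of replicates also reaching 30%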;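 note: 0% = DMSO neutral control and 100% = excess unlabeled competitor peptide PRC23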
C-LANA FP: blocks KSHV LANA C-terminal domain binding to DNA; MBP-C-LANA/FAM-LBS DNA binding, fluorescence polarization; inhibition, % at 9 µM; 0.078% of 340,000 active; AID 504423;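 active = highest replicate inhibition at or above 60% at 9 µM, even if other replicates fall short; inactive = all replicates below 60% inhibition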;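 note: 0% = neutral control wells and 100% = 4 µM acridine orange control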
Starred values were filed as active, the others as inactive; i = inactive; x = no result given.

Below each SMILES: DAGLB inh, PKA-R2B act, Rtt109 Vps75, CAL PDZ FP-2, C-LANA FP, SR-BI uptake up, Keap1 Nrf2 FP, CAL PDZ FP-1, cardiac RTF act, RTF Ca sens inh
- Cc1ccc(NC(=O)CSc2nnc([C@@H](N)Cc3c[nH]c4ccccc34)o2)c(C)c1
 : 1, 5, 3, -5, 0.3, -21, -1, -1.5, -1, -7
- CC[C@H]1CN2CCC1C[C@@H]2[C@@H](O)c1ccnc2ccc(OC)cc12 (stereo partly drawn)
 : 2, 0, 4, 0, -1.3, 5, 1, -2.0, 4, 13
- COc1cccc(C(=O)C2CCCN(Cc3cnn(C(C)C)c3)C2)c1 (stereo not drawn)
 : -1, -4, -7, 2, 1.2, 7, -5, -2.5, 3, 6
- CCN1CCN(c2nc([N+](=O)[O-])nn2C)CC1
 : 0, 9, 0, -3, 0.2, 31, 2, -1.2, 1, -6
- COc1ccc(Cl)cc1N=Cc1c(O)n(C)c(=O)n(C)c1=O
 : -4, -12, x, -4, -0.2, -29, -2, -4.4, -6, -7
- CN(C)C(=O)Nc1cccc(OC(=O)N(C)C)c1
 : -2, -4, -1, -4, 1.5, -39, 2, -0.4, -2, -4
- O=c1[nH]c(=S)[nH]c(O)c1C(c1ccccn1)c1c(O)[nH]c(=S)[nH]c1=O
 : 2, -12, 6, -4, 0.9, 8, -5, -0.2, -2, 7
- O=[N+]([O-])NC1=NCCN1Cc1ccc(Cl)nc1
 : 2, 5, -20, -3, -0.7, 0, -4, 0.1, 14, -16
- CCC(=NCc1ccco1)c1c(O)n(Cc2ccccc2)c(=O)[nH]c1=O
 : 2, 1, -12, x, 0.8, 33, -2, -7.4, -3, 0
- CCCN1CCC[C@@H](c2cccc(O)c2)C1
 : -1, 1, -2, 0, -1.4, -6, -6, -0.5, 8, 10
- CCOC(=O)CC(SP1(=S)OCC2(CC=CCC2)CO1)C(=O)OCC (stereo not drawn)
 : -18, 4, -1, -4, 2.9, -9, 3, 1.1, -8, -2
- CCCOc1ccc(C(C)=O)cc1Cc1c(O)[nH]c(=S)[nH]c1=O
 : -2, 12, -25, 2, -2.7, -2, -3, 0.2, -3, -4
- CNC(C)(C)Cc1ccccc1
 : 1, -4, 2, -3, -0.6, 9, -7, 0.0, 4, -13
- CN(C)c1ccc(/C=C2/C(=O)NC(=O)N(CCc3ccc(F)cc3)C2=O)cc1
 : 9, -6, -4, 3, -0.2, -4, -9, -0.4, -1, 9
- CC(=O)Nc1ccccc1C(=O)C(=O)Nc1cccc(C(=O)N2CCC3(CC2)OCCO3)c1
 : -3, 4, -14, -2, -1.0, 0, 1, -1.1, 0, 1
- OC1/C(=C/c2ccc(C(F)(F)F)cc2)N2CCC1CC2 (stereo not drawn)
 : 0, 7, -3, -8, 0.4, 13, 6, -1.9, 1, -2
- CN1CCN(c2ccc([N+](=O)[O-])c(Sc3nncn3C)c2)CC1
 : -2, 1, 16, -5, 0.5, 20, -5, -1.2, -3, -18
- O=c1[nH]c(=S)n(C2CC2)c(O)c1/C=N/Nc1ccccc1
 : 7, -8, -3, x, 0.8, -17, -1, -0.5, -1, -7
- CC(=O)c1ccc2c(c1)C1C(Cl)C(Sc3ccccc3[N+](=O)[O-])CC1C(c1ccccc1[N+](=O)[O-])N2 (stereo not drawn)
 : 7, -11, -7, -1, -3.4, -73, -5, -6.5, -5, -1
- C[C@]12C=CC(=O)C=C1CC[C@@H]1C2CC[C@]2(C)OC(=O)CCC12 (stereo partly drawn)
 : 2, -3, -9, -5, -0.9, -1, 4, 0.1, -2, -6

Reformatted as labelled records: four of the compounds above.
CCCOc1ccc(C(C)=O)cc1Cc1c(O)[nH]c(=S)[nH]c1=O
  DAGLB inh = -2
  PKA-R2B act = 12
  Rtt109 Vps75 = -25
  CAL PDZ FP-2 = 2
  C-LANA FP = -2.7
  SR-BI uptake up = -2
  Keap1 Nrf2 FP = -3
  CAL PDZ FP-1 = 0.2
  cardiac RTF act = -3
  RTF Ca sens inh = -4
CNC(C)(C)Cc1ccccc1
  DAGLB inh = 1
  PKA-R2B act = -4
  Rtt109 Vps75 = 2
  CAL PDZ FP-2 = -3
  C-LANA FP = -0.6
  SR-BI uptake up = 9
  Keap1 Nrf2 FP = -7
  CAL PDZ FP-1 = 0.0
  cardiac RTF act = 4
  RTF Ca sens inh = -13
CN(C)c1ccc(/C=C2/C(=O)NC(=O)N(CCc3ccc(F)cc3)C2=O)cc1
  DAGLB inh = 9
  PKA-R2B act = -6
  Rtt109 Vps75 = -4
  CAL PDZ FP-2 = 3
  C-LANA FP = -0.2
  SR-BI uptake up = -4
  Keap1 Nrf2 FP = -9
  CAL PDZ FP-1 = -0.4
  cardiac RTF act = -1
  RTF Ca sens inh = 9
CC(=O)Nc1ccccc1C(=O)C(=O)Nc1cccc(C(=O)N2CCC3(CC2)OCCO3)c1
  DAGLB inh = -3
  PKA-R2B act = 4
  Rtt109 Vps75 = -14
  CAL PDZ FP-2 = -2
  C-LANA FP = -1.0
  SR-BI uptake up = 0
  Keap1 Nrf2 FP = 1
  CAL PDZ FP-1 = -1.1
  cardiac RTF act = 0
  RTF Ca sens inh = 1

The list continues:
Below each SMILES: DAGLB inh, PKA-R2B act, Rtt109 Vps75, CAL PDZ FP-2, C-LANA FP, SR-BI uptake up, Keap1 Nrf2 FP, CAL PDZ FP-1, cardiac RTF act, RTF Ca sens inh
- Cc1ccc(S(=O)(=O)N2CN3CCN(C3)C2)cc1
 : -2, -10, 0, -1, 1.0, 11, -5, 0.2, 5, 5
- NC(=O)Nc1cccc(C(F)(F)F)c1
 : 2, -2, -6, x, -1.7, 6, 2, -1.4, -1, -6
- O=c1[nH]c(=O)n(CCc2ccccc2)c(O)c1C=NC1CC1
 : x, x, -6, x, 0.2, 37, 3, 0.2, x, x
- N#CCCn1cc(C(=O)Nc2ccccc2Br)c(-c2ccc([N+](=O)[O-])cc2)n1
 : 1, -10, 4, -6, -0.5, -52, -4, 0.4, -4, -12
- COc1c(C=C2C(=O)NC(=O)NC2=O)c(CCN(C)C(=O)c2ccccc2)cc2c1OCO2
 : -4, 9, 4, 1, 1.2, 12, -3, -0.1, 3, -1
- CCCn1c(C(=O)c2ccccc2)nc2ccccc21
 : -5, 6, -9, 3, -0.4, -1, 0, -2.3, 2, -3
- CCN1CCN(C(=O)COc2cc(=O)n(CC)c3ccccc23)CC1
 : -2, -4, 4, 0, 0.6, 25, 0, 0.2, -3, -4
- C#CCN1CCN(c2cccc(C(F)(F)F)c2)CC1
 : -3, -8, 7, -2, 1.6, 15, -3, -2.0, -1, -5
- COc1ccc(NS(=O)(=O)c2ccc(OCC(=O)N3CCN(C)CC3)cc2)cc1Cl
 : -1, 8, -3, 0, -1.1, 4, -1, -0.9, 1, -1
- CCOC(=O)CCN=Cc1c(O)n(-c2ccc(Br)cc2)c(=O)[nH]c1=O
 : 3, 6, -6, -1, 0.5, 2, 3, -4.1, -8, -4
- CC1(C(O)(C#CCN2CCCCC2)c2ccccc2)CCCC1 (stereo not drawn)
 : -2, 3, 2, x, -0.8, -5, -5, 0.1, 3, 4
- CCOP(=O)(OCC)C(O)c1ccccc1 (stereo not drawn)
 : -1, 5, -9, -1, -0.7, -19, 1, -0.3, 1, 10
- CC12Cc3cnoc3C=C1CCC1C2CCC2(C)C1CCC2(C)O (stereo not drawn)
 : -1, -5, 2, -3, -2.5, 8, -2, -0.9, 2, 1
- CC1OC(OC2CC(O)C3(CO)C4C(O)CC5(C)C(C6=CC(=O)OC6)CCC5(O)C4CCC3(O)C2)C(O)C(O)C1O (stereo not drawn)
 : -4, 11, 6, 0, 1.1, 3, -3, -1.1, 3, -4
- O=c1nc(/C=C/c2ccc(Cl)cc2Cl)cc(C(F)(F)F)[nH]1
 : 28, 0, -3, -18, 0.7, 21, 2, -2.5, -5, 6
- NC12CN3CN(CN(C3)C1)C2 (tested in a mixture with another compound)
 : -2, -10, 1, -3, 0.3, 12, i, -2.9, -2, 7
- O=C1CC(=O)N(c2ccccc2)C(=O)N1
 : 0, 1, 4, 1, -3.8, 12, -2, -1.5, 2, 5
- NP(=O)(OCCCc1ccccc1)Oc1ccccc1 (stereo not drawn)
 : 1, 2, 2, 0, 0.6, 12, 0, -1.2, -4, -6
- c1cc2c(cc1[C@H]1OC[C@H]3[C@@H]1CO[C@H]3c1ccc3c(c1)OCO3)OCO2
 : -18, -9, -3, -5, -1.1, 4, -6, -3.4, 7, 10
- CC(=O)O[C@@]12CO[C@@H]1C[C@H](O)[C@@]1(C)C(=O)[C@H](O)C3=C(C)[C@@H](OC(=O)[C@H](O)[C@@H](NC(=O)c4ccccc4)c4ccccc4)C[C@@](O)([C@@H](OC(=O)c4ccccc4)C12)C3(C)C (stereo partly drawn)
 : -1, 2, 33, 1, -1.2, -1, -2, -0.8, 4, -1
- C[C@H](NC(=O)N1C[C@H]2C[C@@H](C1)c1cccc(=O)n1C2)C(=O)Nc1ccccc1F
 : -1, -5, 13, 15, -1.5, 0, 0, 0.9, 12, -4
- CN1CCN(c2ccc(NC(=O)Oc3ccccc3)cc2)CC1
 : -1, -12, 6, 3, -7.3, -2, -3, -0.5, 6, 4
- COC(=O)C(O)(c1cn(C)c2ccccc12)C(F)(F)F (stereo not drawn)
 : 3, 5, -6, -11, 1.1, 12, -5, -0.7, 11, -4
- Cc1cc(OCc2nn[nH]n2)c2c3c(c(=O)oc2c1)CCC3
 : -2, 9, -7, x, 0.5, -6, 1, -0.3, 2, -4
- O=C(Cc1c(Cl)cccc1Cl)N1CCN(Cc2ccccc2)CC1
 : -4, -14, -3, 2, 1.2, -8, -5, -2.2, -1, 3
- COc1cc(/C=C(/C)[N+](=O)[O-])ccc1OCc1ccccc1Cl
 : 10, -5, x, 0, 0.3, -34, -2, -2.5, -3, -5
- COC(=O)C1=C(c2ccc3ccccc3c2)C[C@@H]2CC[C@H]1N2C(=O)NCc1ccc(F)cc1
 : -3, 4, 8, -3, -1.9, -21, 0, -1.2, -2, 0
- Cc1nccn1Cc1ccc(Cl)nc1
 : -1, 6, -1, 3, x, 18, x, -1.6, -5, 2
- O=C(CF)NC(NC(=S)Nc1cccc([N+](=O)[O-])c1)C(Cl)(Cl)Cl (stereo not drawn)
 : 3, -9, 8, -7, 0.0, -33, 4, -0.7, -3, -2
- CCC1C(c2cc(OC)c(OC)c(OC)c2)c2cc3c(cc2OC1N1CCCC1)OCO3 (stereo not drawn)
 : 0, 0, -5, -3, -0.1, -6, 2, -4.5, 0, -12

This is a subset. The share of hits here may be higher or lower than overall.
